# FBW7 activator: human FBW7 E3 ligase activation, primary screen; AlphaScreen FBW7–phospho-cyclin E peptide binding, activator screen; normalized activity (activation), % at 26.1 µM; hit rate 0.13% among 650,000; in the data active = normalized activity above about 1.9%;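 also: purified mutant Fbw7 with reduced substrate affinity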
# GPR151 activ: human GPR151 activation | hit rate 1% among 650,000 | PathHunter beta-arrestin GPR151 cells, luminescence | AID 1508602 | activation, % at 11.2 µM; in the data active = activation above about 4.9%;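 also: 0% = median of compound wells and 100% = cells with positive control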
# Target sequence (Q8TDV0 whole entry, looked up): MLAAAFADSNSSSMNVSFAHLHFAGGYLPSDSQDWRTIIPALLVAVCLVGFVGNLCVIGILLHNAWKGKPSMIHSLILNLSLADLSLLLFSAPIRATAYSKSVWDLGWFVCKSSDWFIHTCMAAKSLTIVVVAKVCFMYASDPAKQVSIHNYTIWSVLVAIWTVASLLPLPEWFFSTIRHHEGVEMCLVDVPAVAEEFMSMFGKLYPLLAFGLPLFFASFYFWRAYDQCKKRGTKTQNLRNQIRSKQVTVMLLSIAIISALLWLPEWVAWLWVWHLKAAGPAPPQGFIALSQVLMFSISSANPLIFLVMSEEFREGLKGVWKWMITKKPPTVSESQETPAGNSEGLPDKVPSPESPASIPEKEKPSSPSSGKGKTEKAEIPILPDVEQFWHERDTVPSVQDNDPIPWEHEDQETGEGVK
# TEAD-YAP inh: TEAD-YAP interaction inhibition; HEK-TIYL cells, TEAD-Gal4/YAP UAS-luciferase luminescence; inhibition, % at 9.12 µM; hit rate 1.4% among 640,000; in the data active = inhibition above about 32%;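 also: 0% = median of test compound wells and 100% = reference inhibitor wells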
# MITF primary: human MITF inhibition, primary screen; hit rate 0.91% among 650,000; O75030; AlphaScreen MITF homodimerization, bead proximity signal; inhibition, % at 2.6 µM; in the data active = inhibition above about 50%;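 also: 0% = vehicle wells with protein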
# Target sequence (O75030 whole entry, looked up): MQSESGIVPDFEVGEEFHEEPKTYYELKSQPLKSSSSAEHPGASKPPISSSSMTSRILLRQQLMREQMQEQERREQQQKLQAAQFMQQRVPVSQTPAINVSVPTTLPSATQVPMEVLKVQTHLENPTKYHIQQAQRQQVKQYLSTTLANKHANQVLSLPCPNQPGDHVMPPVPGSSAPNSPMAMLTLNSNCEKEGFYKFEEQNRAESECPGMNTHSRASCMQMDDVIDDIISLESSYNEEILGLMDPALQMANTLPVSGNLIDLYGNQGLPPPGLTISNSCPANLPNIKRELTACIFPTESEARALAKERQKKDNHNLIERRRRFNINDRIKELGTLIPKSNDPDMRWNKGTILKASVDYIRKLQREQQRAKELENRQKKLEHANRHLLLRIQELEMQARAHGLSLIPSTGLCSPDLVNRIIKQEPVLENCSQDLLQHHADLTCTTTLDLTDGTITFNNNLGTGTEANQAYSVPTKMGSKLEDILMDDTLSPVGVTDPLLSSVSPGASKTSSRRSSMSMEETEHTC
# Active calls of the source: *; . = not tested or not shown; & = joins results of further samples.
SMILES,FBW7 activator,GPR151 activ,TEAD-YAP inh,MITF primary
Cc1c(C(=O)NN(c2ccccc2)c2ccccc2)cccc1[N+](=O)[O-],0.5,-0.4,2,14
CCCCCCn1c(N/N=C/c2cccnc2)nc2c1c(=O)[nH]c(=O)n2C,0.0,-1.1,5,11
Cc1cccc(CS(=O)(=O)NCC2(O)CCCC2)c1,0.1,0.7,1,6
c1ccc(CNc2cc(Nc3ccc4ncccc4c3)ncn2)cc1,-0.1,0.2,-1,-5
CCOC(=O)c1c(NC(=O)CSc2nnc(CNC(=O)c3ccc(C)c([N+](=O)[O-])c3)n2-c2ccc(F)cc2)sc2c1CCCC2,0.0,2.5,2,8
CCOC(=O)N1CCC(N2CCN(C)CC2)CC1,0.3,-1.6,-3,13
COC(=O)c1ccc(OCC2c3cc(OC)c(OC)cc3CCN2C(=O)COc2ccc(Cl)cc2Cl)cc1 (configuration not stated),0.6,1.6,-1,-1
O=C(Nc1ccccc1Cl)c1ccc(-n2cnnn2)cc1,0.0,-0.1,-22,-1
COC(=O)C1CCN(C(=O)N2CCOCC2)CC1,0.0,3.8,4,5
Cc1ccccc1C1(CC(=O)N2CCCCC2CO)CC(=O)N(Cc2ccccc2)C1=O (configuration not stated),-0.1,-0.4,1,-10
CCC(=O)Nc1ccc(NC(=O)COc2cccc(C)c2)cc1,0.0,-1.8,-7,8
O=S(=O)(NCC1(c2cccs2)CCOCC1)c1ccc2c(c1)CCCC2,0.2,-0.2,19,2

# Brought forward from above: 7 entries, then new ones.
SMILES,FBW7 activator,GPR151 activ,TEAD-YAP inh,MITF primary
CCOC(=O)N1CCC(N2CCN(C)CC2)CC1,0.3,-1.6,-3,13
COC(=O)c1ccc(OCC2c3cc(OC)c(OC)cc3CCN2C(=O)COc2ccc(Cl)cc2Cl)cc1 (configuration not stated),0.6,1.6,-1,-1
O=C(Nc1ccccc1Cl)c1ccc(-n2cnnn2)cc1,0.0,-0.1,-22,-1
COC(=O)C1CCN(C(=O)N2CCOCC2)CC1,0.0,3.8,4,5
Cc1ccccc1C1(CC(=O)N2CCCCC2CO)CC(=O)N(Cc2ccccc2)C1=O (configuration not stated),-0.1,-0.4,1,-10
CCC(=O)Nc1ccc(NC(=O)COc2cccc(C)c2)cc1,0.0,-1.8,-7,8
O=S(=O)(NCC1(c2cccs2)CCOCC1)c1ccc2c(c1)CCCC2,0.2,-0.2,19,2
O=C(CCn1cncn1)NCC1Cc2c(ccc3cc(-c4cccnc4)ccc23)O1 (configuration not stated),0.0,1.3,-5,-11
Cc1ccc(/C=C/C2=NC(=C\c3ccc(Br)cc3)/C(=O)O2)cc1,0.2,1.0,4,15
CC1CN(S(=O)(=O)c2cccc3cnccc23)CCN1 (configuration not stated),-0.1&0.1,1.3&4.2,1&8,-5&13
CCN1CCN(C(=S)c2ccc(OC)cc2)CC1,-0.1,0.2,-14,0
CCC(C)NCCCOc1ccc(C)cc1Cl (configuration not stated),0.2,-0.8,1,36
CCOC(=O)c1cc2cc(Br)cc(OC)c2oc1=O,0.6,1.8,-2,1
CCc1ccccc1NC(=O)CN(c1cc(C(F)(F)F)ccc1Cl)S(C)(=O)=O,0.0,1.2,-24,-1
COC(=O)c1nnn(CC(=O)Nc2ccc(Br)c(C)c2)c1C(=O)OC,0.1,-1.4,-10,0
CN(C)S(=O)(=O)c1ccc(C(=O)N2CCN=C2SCc2ccc(Cl)cc2)cc1,-0.1,0.7,-4,0
COc1ccc(-c2cc(C(F)(F)F)n3nc(C(=O)Nc4cc(C)on4)cc3n2)cc1,0.1,-1.5,4,-2
COc1ccc(C(=O)COC(=O)C2CCN(S(=O)(=O)c3cccc4cccnc34)CC2)cc1,0.0,-0.2,-2,0
CC1(C)O[C@H]2[C@@H](O1)[C@@H](C(=O)Nc1ccccc1F)O[C@@H]1OC(C)(C)O[C@@H]12,-0.1,1.8,-9,-2
COc1ccc(-c2cn3c4c(sc3n2)CCCC4)cc1,0.2,-1.5,4,15
C[C@H]1CC[C@H]2C(=O)N3[C@H](c4cccc(N5CCCC5=O)c4)[C@@H](C)CC[C@H]3C(=O)N2[C@@H]1c1cccc(N2CCCC2=O)c1,0.0,-1.5,.,9
O=C(CN1CCOCC1)n1c2ccccc2c2ccccc21,1.5,-0.4,-5,11
c1csc(-c2nn3c(Cn4cnc5ccccc54)nnc3s2)c1,0.1,-0.1,5,15
Cc1ccccc1C(=O)Nc1ccc(F)c(F)c1,0.2,-0.4,-51,-4
COc1ccc2c(c1)OC(c1ccccc1)(C(F)(F)F)NC2=O (configuration not stated),0.2,-0.1,20,5
Nc1nc(SCC(=O)N2CCN(c3nnnn3-c3ccccc3)CC2)n[nH]1,-0.2,2.6,15,-6
O=C(NNC(=O)c1cccc(Br)c1)Nc1ccc(Cl)cc1,0.0,-0.5,-3,-3
Cc1ccc(Nc2nc(NCCO)nc3c2cnn3C)cc1C,0.0,-0.5,3,16
Cc1sc2ncn(CC(=O)N3CCN(c4ccccc4F)CC3)c(=O)c2c1S(=O)(=O)N1CCOCC1,0.2,2.4,-7,-5
CC1CCCC(C)N1c1ccc(S(=O)(=O)N2CCOCC2)cc1Cl (configuration not stated),0.0,-0.7,-1,-8
CC1(C)C(=O)OC(c2ccc(Cl)cc2)C2(CCCCC2)C1=O (configuration not stated),0.1,1.9,9,-2
Cc1cc(OC(=O)c2ccc(C(F)(F)F)cc2)c([N+](=O)[O-])c(=O)[nH]1,0.6,-1.1,-3,4
COC(=O)c1ccc(/C=N\NC(=O)C(=O)Nc2cccc(Br)c2)cc1,0.1,-0.5,-5,-143
CCN(CC)C(=O)c1sc(NC(=O)c2cc(-c3cccc(OC)c3)nc3ccccc23)c(C(=O)OC(C)C)c1C,0.6,0.8,-5,12
O=C(Cc1c[nH]c2ccccc12)NCc1ccco1,0.0,-0.1,2,13
COc1ccc(C(=O)Nc2cc(-c3ccncc3)c[nH]c2=O)cc1,-0.1,-2.1,-25,5
CCOc1ccccc1NC(=O)c1cc([N+](=O)[O-])ccc1N1CCOCC1,0.0,0.6,-1,2
COc1ccc(OC)c(-n2c(SCC(=O)NCc3ccco3)nc3c(sc(=S)n3-c3ccccc3C)c2=O)c1,-0.2,1.6,10,-9
CNC(=O)C1CCN(S(=O)(=O)c2ccc(Cl)cc2)CC1,0.7,-0.4,4,-6
COc1ccc2oc(=O)c(C(=O)Nc3ccc(Cl)cc3Cl)cc2c1,0.0,-0.1,-5,-17
OCCCNC(=S)Nc1ccccc1,0.5,-0.7,-15,2
COc1ccc(CNC(=O)CCCNS(=O)(=O)c2ccc3c(c2)CCC(=O)N3)cc1,-0.1,-0.1,6,14
CCCc1noc2c1/C(=N\OC(C)=O)CC(C)(C)C2,0.1,0.5,-7,-11
COc1cccc(-n2nc(C(=O)Nc3ccc(OC)c(OC)c3)c3ccccc3c2=O)c1,-0.1,0.5,5,1
O=C(Nc1ccc(C(O)(C(F)(F)F)C(F)(F)F)cc1)c1ccccc1[N+](=O)[O-],0.7,-2.3,-4,2
CCc1ccc(N(CC)S(=O)(=O)c2cccc3nsnc23)cc1,-0.3,3.4,2,-3
CS(=O)(=O)N1CCC(Oc2cccc(-c3cccs3)c2)CC1,0.0,0.9,-7,5
CCOC(=O)c1cnc2ccc(OC)cc2c1Nc1ccc(C)c(Cl)c1,0.4,0.3,-4,14
O=C(c1cc(-c2ccccc2)nc2ccccc12)N1CCN(c2ccc(F)cc2)CC1,0.0,-1.5,-3,-4
Cc1oc2cc(OCCN3CCOCC3)ccc2c(=O)c1-c1ccc(Br)cc1,0.1,0.6,37*,-3
NC(=O)COC(=O)/C=C/c1ccccc1[N+](=O)[O-],-0.1,-3.2,7,7
O=C(C1CC1)N(CC1CCCO1)c1nc(-c2ccc(F)cc2)cs1 (configuration not stated),0.2,-0.7,-6,14
O=C1CCCC2=C1C(c1ccc([N+](=O)[O-])cc1)C1C(=O)c3ccccc3C1=N2 (configuration not stated),-0.2,0.4,12,9
COc1cc(OC)c(CN2CCC(CO)(CCOc3ccccc3)CC2)c(OC)c1,0.1,5.4*,11,9
COc1cc(CN2C(=O)c3ccc(F)cc3C2=O)cc(OC)c1OC,0.4,0.3,3,4
CS(=O)(=O)N(CC(=O)N1CCN(c2cccc(Cl)c2)CC1)C1CCCCC1,0.1,-0.8,-4,14
c1ccc2[nH]c(CNc3cc(Nc4ccncc4)ncn3)nc2c1,-0.1,0.6,4,-3
CC1=C(C)CC(C(=O)Nc2ccc(NC(=O)NC3CCCCC3)cc2)C(C(=O)O)C1 (configuration not stated),0.6,1.6,3,2
Cc1ccc(C(=O)CC23CC4CC(CC(C4)C2)C3)s1,0.0,0.2,8,7
Nc1nonc1-c1noc(COc2ccc(Br)cc2)n1,-0.1,0.4,-34,7
NC(=O)c1ccccc1C(=O)c1ncc[nH]1,0.6,-0.2,-4,17
CCC(C)c1ccc(OCC(=O)NCc2cccnc2)cc1 (configuration not stated),-0.2,-0.6,-14,-4
Cc1ccc2sc(N3CCN(C(=O)c4ccc(Cl)s4)CC3)nc2c1C,0.1,0.1,5,-1
COc1ccc(CCNc2nc(Nc3cccnc3)nc3c2ncn3-c2ccccc2)cc1,-0.2,-0.9,37*,13
CCCOC(=O)c1nsc(Cl)c1Cl,-0.1,-0.4,12,0
O=S1(=O)N=C(Nc2ccc(N3CCOCC3)c(Cl)c2)c2ccccc21,-0.2,0.5,-71,5
Nn1nnc2ccccc21,-0.2,0.9,-5,-4
# (next part)
SMILES,FBW7 activator,GPR151 activ,TEAD-YAP inh,MITF primary
CC(NC(=O)Nc1ccc(F)cc1F)c1ccc2c(c1)OCO2 (configuration not stated),0.0,7.2*,-5,7
O=C(Nc1ccc(Cl)cc1)c1nn2c(C(F)(F)F)cc(-c3cccs3)nc2c1Br,0.0,1.6,2,-3
Cc1ccc(/C=N/NC(=O)C2CC2(c2ccccc2)c2ccccc2)o1 (configuration not stated),0.1,0.7,-10,-1
COc1ccc(Cc2noc(-c3ccc(Cl)cc3)n2)cc1,0.1,1.1,-10,25
CC(=O)Nc1ccc(NC(=O)CSc2ncccc2C(=O)O)cc1,-0.1,0.3,4,-8
CN(Cc1ccccc1)C(=O)CCC1CCN(C(=O)[C@@H]2C[C@H]2c2ccccc2)CC1,0.1,-0.7,17,-5
Cc1c(C(=O)NCc2ccccc2F)sc2ncnc(NCc3ccccc3F)c12,0.0,1.0,-7,1
CC1CCN(Cc2nc3c(c(=O)n(C)c(=O)n3C)n2Cc2cccc3ccccc23)CC1,0.6,0.4,-4,4
c1ccc2c(Nc3cc(NCCN4CCOCC4)ncn3)nccc2c1,-0.1,-1.1,6,8
Cc1cc(C(=O)NCCCCC(=O)O)cc(C)c1[N+](=O)[O-],0.1,1.0,0,-4
N/C(=N\OC(=O)Cc1ccccc1[N+](=O)[O-])c1ccncc1,-0.4,-0.1,9,-8
Cc1c(Cl)cccc1NC(=O)c1ccc2c(c1)OCO2,0.1,-1.4,-19,5

# Molecules from the list above containing a furan ring, fused or not:
SMILES,FBW7 activator,GPR151 activ,TEAD-YAP inh,MITF primary
O=C(Cc1c[nH]c2ccccc12)NCc1ccco1,0.0,-0.1,2,13
COc1ccc(OC)c(-n2c(SCC(=O)NCc3ccco3)nc3c(sc(=S)n3-c3ccccc3C)c2=O)c1,-0.2,1.6,10,-9
Cc1ccc(/C=N/NC(=O)C2CC2(c2ccccc2)c2ccccc2)o1 (configuration not stated),0.1,0.7,-10,-1

# Further results.
SMILES,FBW7 activator,GPR151 activ,TEAD-YAP inh,MITF primary
Cc1c(Cl)cccc1NC(=O)CCC(=O)N/N=C/c1ccccc1,0.0,0.9,-3,-7
N#CC1=C(N)Oc2n[nH]c(-c3ccccc3)c2C1C1CC=CCC1 (configuration not stated),-0.4,0.8,-18,-2
COc1ccc(OC)c(CN2CCC(C(=O)NC(C)c3ccccc3)CC2)c1 (configuration not stated),-0.1,-0.9,-5,52*
Cc1cc2cc(CN(CCO)S(=O)(=O)c3ccccc3)c(=O)[nH]c2cc1C,0.0,-0.2,-2,15
CC(Sc1ccccc1)C(=O)NC1CC2CCC1C2 (configuration not stated),-0.1,0.3,-8,-5
O=C(O)CSc1ccc([N+](=O)[O-])cc1,0.2,0.4,4,-12
O=S(=O)(c1ccc2ccccc2c1)N1CCN(Cc2ccccc2C(F)(F)F)CC1,-0.1,1.1,-5,11
COc1ccc(-c2nc(-c3ccncc3)no2)cc1,-0.1,-0.4,-43,2
CC1(C)CC(=O)C2=C(C1)NC1=C(C(=O)c3ccccc31)C2c1ccc(F)cc1 (configuration not stated),-0.2,-1.4,26,17
O=C(CSc1nc(-c2cccs2)nc2ccccc12)NC(=O)CN1CCCC1=O,-0.1,-0.8,7,18
CN(C)c1ccc(/C=C(\C#N)c2nn(CCO)c(N)c2C#N)cc1[N+](=O)[O-],0.7,1.8,-3,11
c1ccc(-c2ccc(OCCN3CCNCC3)cc2)cc1,0.2,-2.5,-22,56*
N#CC1=C(N)N(c2cccc(C(F)(F)F)c2)C2=C(C(=O)CCC2)C1c1cccnc1 (configuration not stated),-0.1,-0.7,5,7

# A portion taken from the entries so far, for reference:
SMILES,FBW7 activator,GPR151 activ,TEAD-YAP inh,MITF primary
CN(C)c1ccc(/C=C(\C#N)c2nn(CCO)c(N)c2C#N)cc1[N+](=O)[O-],0.7,1.8,-3,11
c1ccc(-c2ccc(OCCN3CCNCC3)cc2)cc1,0.2,-2.5,-22,56*

# Assay outcomes (PubChem BioAssay)
